Source: PubChem BioAssay (National Center for Advancing Translational Sciences (NCATS))
HEK293 viab: cell viability loss counter-screen; actives 0.12% (n = 150,000); HEK-293-SNCA-luc viability, GF-AFC fluorescence, 24 h; Potency, µM (titrated, usually from 57.1 µM), inactives show top-dose activity change, negative = cytotoxicity, usual class: cytotoxic;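 note: potency is the fitted concentration of half-maximal effect; 0% = DMSO-treated cells and -100% = medium-only wells without cells; nearly all actives have a fitted effect of over 30% in size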
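Cytotoxicity counterscreen: after 24 h compound treatment of genome-edited SNCA-luciferase HEK-293 cells, live-cell protease substrate GF-AFC read by fluorescence after 30 min; activity scaled between DMSO (0%) and medium-only (-100%), curves Hill-fitted.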
HEK293 tox: kills HEK 293 cells; Potency, µM (series often up to 115 µM), without a hit: at the top dose activity change, negative = cytotoxicity, hits mostly inhibitors; AID 1345083; HEK 293 viability, ATP luminescence (CellTiter-Glo), 48-72 h; actives 6.6% (n = 94,000); note: potency is the fitted concentration of half-maximal effect; nearly all actives have a fitted effect of over 60% in size
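Viability of HEK 293 cells, plated at 250 cells/well, was judged by cellular ATP after compound treatment for 48 or 72 hr. Luminescence was imaged 10 min after CellTiter-Glo addition at room temperature.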
3T3 cytotox: NIH 3T3 cell cytotoxicity; actives 4.3% (n = 94,000); Potency, µM (top dose mostly 96.7 µM), inactives show at the top dose activity change, negative = cytotoxicity, actives largely listed as inhibitors; NIH 3T3 viability, CellTiter-Glo ATP luminescence, 48-72 h; note: potency is the fitted concentration of half-maximal effect; nearly all actives have a fitted effect of over 55% in size
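Luminescent ATP readout (CellTiter-Glo, 10 min RT) after 48 or 72 hr compound exposure of NIH 3T3 cells seeded at 400 cells/well in 1536-well format; quantitative HTS.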
FLuc inh: blocks purified firefly luciferase enzyme activity; purified P. pyralis luciferase, luminescence, biochemical; Potency, µM (highest dose often 115 µM), for inactives: at the highest dose activity change, negative = inhibition, actives largely listed as inhibitors; AID 1347043; P08659; actives 2.5% (n = 76,000); note: potency is the fitted concentration of half-maximal effect; nearly all actives have a fitted effect of over 65% in size
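Purified 10nM P. pyralis luciferase with 10uM D-luciferin and 10uM ATP in 50mM Tris acetate pH 7.5, 10mM Mg acetate, 0.01% Tween-20, 0.05% BSA. qHTS titration; luminescence read by CCD imager.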
IP6K1 inhibitor: inhibitors of human IP6K1 | Q92551 | activity change, % (series mostly up to about 58 µM) | actives 0.81% (n = 140,000) | IP6K1 kinase, ADP-Glo luminescence, 2 h; hits give low values; in the data active = activity change below about -25%
Target sequence (Q92551 whole entry, looked up): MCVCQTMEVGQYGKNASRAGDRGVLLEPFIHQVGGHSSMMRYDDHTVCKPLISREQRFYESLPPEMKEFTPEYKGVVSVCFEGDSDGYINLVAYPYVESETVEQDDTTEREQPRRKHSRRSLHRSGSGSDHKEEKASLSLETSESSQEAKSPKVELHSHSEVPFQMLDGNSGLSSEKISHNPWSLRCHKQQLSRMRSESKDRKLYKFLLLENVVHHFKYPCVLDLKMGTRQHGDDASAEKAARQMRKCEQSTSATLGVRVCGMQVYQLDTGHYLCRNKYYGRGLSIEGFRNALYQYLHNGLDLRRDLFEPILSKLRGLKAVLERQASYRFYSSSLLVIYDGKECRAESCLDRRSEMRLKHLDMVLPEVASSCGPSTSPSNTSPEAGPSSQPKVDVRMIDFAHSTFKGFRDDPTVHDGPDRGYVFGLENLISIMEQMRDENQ
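ADP-Glo luminescence measures ADP made by human IP6K1 during a 2 h RT reaction with ATP/IP6 (mix at 1.3 mM/130 uM); top library doses 57.5 and 19.1 uM final.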
SNCA expr inh: SNCA gene expression inhibition. HEK-293 SNCA-luciferase knock-in, luminescence, 24 h. Potency, µM (series often up to 57.2 µM), without a hit: at the highest dose activity change, negative = inhibition, most hits filed as inhibitors. actives 0.17% (n = 140,000);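 note: potency is the fitted concentration of half-maximal effect; plate controls were DMSO cells for no effect and cell-free wells for full effect; nearly all actives have a fitted effect of over 45% in size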
GPT2 inhibitor: GPT2 alanine aminotransferase inhibition. Recombinant GPT2, coupled pyruvate oxidase/HRP Amplex Red fluorescence. Potency, µM (doses to about 57.7 µM), without a hit: at the top dose activity change, negative = inhibition, most hits filed as inhibitors. actives 0.25% (n = 100,000); note: potency is the fitted concentration of half-maximal effect; nearly all actives have a fitted effect of over 60% in size; many of its hits are not listed in these tables
Target sequence (Q8TD30 whole entry, looked up): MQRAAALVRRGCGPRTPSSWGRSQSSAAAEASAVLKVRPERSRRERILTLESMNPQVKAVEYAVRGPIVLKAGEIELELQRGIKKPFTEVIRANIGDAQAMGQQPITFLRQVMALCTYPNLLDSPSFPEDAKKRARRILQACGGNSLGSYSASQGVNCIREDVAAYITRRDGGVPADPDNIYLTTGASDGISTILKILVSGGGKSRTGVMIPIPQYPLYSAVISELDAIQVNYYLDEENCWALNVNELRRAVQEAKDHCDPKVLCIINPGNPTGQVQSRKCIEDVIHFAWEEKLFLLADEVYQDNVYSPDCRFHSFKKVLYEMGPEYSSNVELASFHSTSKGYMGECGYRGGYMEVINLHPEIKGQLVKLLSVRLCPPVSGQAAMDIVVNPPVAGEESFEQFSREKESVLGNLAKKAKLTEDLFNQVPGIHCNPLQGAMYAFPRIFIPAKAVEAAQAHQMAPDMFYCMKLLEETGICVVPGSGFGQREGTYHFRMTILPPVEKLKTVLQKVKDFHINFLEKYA
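Fluorescence read-out: pyruvate from GPT2 turnover coupled to pyruvate oxidase, HRP and Amplex Red (0.2mM ThPP, 0.2U/mL PO and HRP, 50uM Amplex final). Substrates 250uM a-KG, 2mM L-alanine; enzyme 10ng/uL; 30 min RT.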
* hit, by the source's call; i = inactive; u = inconclusive; x = no result given; [ ] = another dose, or the depositor's remark. Unless noted, calls come from the whole dose curve; as a rule, active = well fitted curve in the direction sought with a large enough effect; inconclusive = small, poorly fitted or top-dose-only effect, or another doubt; inactive = no such curve, though single readings can be large; an effect the other way counts as inactive or inconclusive. Unless noted, % is set by controls: 0 for no effect and ±100 for the full control effect. A portion of the library, so the mix of outcomes need not match the whole.

SMILES | HEK293 viab | HEK293 tox | 3T3 cytotox | FLuc inh | IP6K1 inhibitor | SNCA expr inh | GPT2 inhibitor
Cc1ccc(NC(=O)N[C@H]2C[C@@H](c3nc(-c4ccc(F)cc4)no3)N(C)C2)cc1 | 2%[87.6 µM] | -26%[172 µM] | u | u | -1 | 17%[87.6 µM] | 1%[88.5 µM]
O=C(CNC(=O)c1ccc(Cl)cc1)OCc1cc(=O)n2ccsc2n1 | 10% | x | x | x | -13 | -8% | x
CCCc1cc(C(=O)NCCc2nc(-c3ccccn3)no2)n[nH]1 | -2% | i | i | -6% | -11 | 11% | 2%
O=C(CCc1ccc(O)cc1)N1CCN(Cc2ccccc2)CC(O)C1 (stereo not given) | 13% | -2% | -16% | -3% | 0 | 1% | 1%
CS(=O)(=O)N1CCc2cc(C(=O)Nc3ccc(S(N)(=O)=O)cc3)ccc21 | 9% | x | x | x | -16 | 0% | x
CC(C)N(C)Cc1nnnn1CC(=O)NCc1nncn1C1CCCCC1 | 4% | 2% | i | -7% | -5 | 9% | i
CC(C)NC(=O)c1ccccc1OCC1CCCNC1 (stereo not given) | -3% | 10% | i | -2% | -1 | -12% | 4%
Cc1noc2c(NCCN3CCOCC3)cc(-c3ccc(Cl)cc3)nc12 | -11%[87.6 µM] | u | u | -13%[172 µM] | -11 | -6%[87.6 µM] | -13%[88.5 µM]
Cc1ccc(Nc2ccnc(N3CCC(N[S+](=O)([O-])c4c(C)noc4C)CC3)n2)cc1 | 0% | u | u | x | -3 | 12% | i
C=CCOCC(O)CN1CCC(=O)N(CC2CC2)Cc2cc(F)ccc21 (stereo not given) | x | u | -8% | x | -15 | x | x
COCCNC(=O)c1nc(-c2cccc(C(F)(F)F)c2)c2cnccn12 | -4% | u | -24% | 5% | 0 | -8% | i
COc1cccc(OCC(=O)c2ccc3c(c2)N(CC(=O)NCc2ccc(F)cc2)C(=O)CO3)c1 | -19% | u | -18% | -4% | 25 | -26% | i

In a second layout: entries from further up.
Structure	HEK293 viab	HEK293 tox	3T3 cytotox	FLuc inh	IP6K1 inhibitor	SNCA expr inh	GPT2 inhibitor
Cc1ccc(NC(=O)N[C@H]2C[C@@H](c3nc(-c4ccc(F)cc4)no3)N(C)C2)cc1	2%[87.6 µM]	-26%[172 µM]	u	u	-1	17%[87.6 µM]	1%[88.5 µM]
O=C(CNC(=O)c1ccc(Cl)cc1)OCc1cc(=O)n2ccsc2n1	10%	x	x	x	-13	-8%	x
CCCc1cc(C(=O)NCCc2nc(-c3ccccn3)no2)n[nH]1	-2%	i	i	-6%	-11	11%	2%
O=C(CCc1ccc(O)cc1)N1CCN(Cc2ccccc2)CC(O)C1 (stereo not given)	13%	-2%	-16%	-3%	0	1%	1%
CS(=O)(=O)N1CCc2cc(C(=O)Nc3ccc(S(N)(=O)=O)cc3)ccc21	9%	x	x	x	-16	0%	x
CC(C)N(C)Cc1nnnn1CC(=O)NCc1nncn1C1CCCCC1	4%	2%	i	-7%	-5	9%	i
CC(C)NC(=O)c1ccccc1OCC1CCCNC1 (stereo not given)	-3%	10%	i	-2%	-1	-12%	4%
Cc1noc2c(NCCN3CCOCC3)cc(-c3ccc(Cl)cc3)nc12	-11%[87.6 µM]	u	u	-13%[172 µM]	-11	-6%[87.6 µM]	-13%[88.5 µM]
Cc1ccc(Nc2ccnc(N3CCC(N[S+](=O)([O-])c4c(C)noc4C)CC3)n2)cc1	0%	u	u	x	-3	12%	i
C=CCOCC(O)CN1CCC(=O)N(CC2CC2)Cc2cc(F)ccc21 (stereo not given)	x	u	-8%	x	-15	x	x
COCCNC(=O)c1nc(-c2cccc(C(F)(F)F)c2)c2cnccn12	-4%	u	-24%	5%	0	-8%	i

Later entries.
SMILES | HEK293 viab | HEK293 tox | 3T3 cytotox | FLuc inh | IP6K1 inhibitor | SNCA expr inh | GPT2 inhibitor
COc1cc(C2Nc3ccccc3-c3nnc(SCc4ccc(Cl)cc4)nc3O2)ccc1OCC(=O)O (stereo not given) | -5% | x | x | x | -12 | -23% | x
NC(N)=NN=C(/C=C/c1ccc([N+](=O)[O-])o1)/C=C/c1ccc([N+](=O)[O-])o1 | -71%[23.9 µM] | x | x | x | -8 | -39%[25.6 µM] | -14%
COc1ccc2c(c1)C(C[C@H]1CN(C(=O)C(C)(C)C)CC[C@H]1CC(=O)O)=NCC2 | 4%[87.6 µM] | 3%[172 µM] | -10%[174 µM] | 8%[172 µM] | 11 | -35%[87.6 µM] | -14%[88.5 µM]
COc1cccc(NC(=O)c2csnn2)c1 | -2% | x | x | x | -24 | 99%[activator] | x
CCCc1nc(C(=O)N[C@H]2COC[C@H]2Cc2cc(C)no2)cs1 | -1% | i | i | -1% | -12 | -20% | i
CCCCn1c(=O)c(C(=O)N2CCN(C(=O)c3ccccc3)CC2)nc2cccnc21 | 6% | -2% | -15% | x | -7 | -2% | -8%
COc1ccc(C(=O)N2CCOC3(CCN(C(=O)CN)CC3)C2)cc1 | 9% | i | i | x | -2 | 2% | -17%
COc1ccc(NC(=O)c2cnc3c(c2)N(C(=O)Cc2ccc(C(C)C)cc2)CCC3)cc1OC | -25% | 32µM* | u | -18% | -1 | -39% | -11%
O=C(CCn1nc(-c2ccc(Cl)cc2)ccc1=O)NCCc1ccccc1 | -2% | x | x | x | 18 | 20% | x
COc1ccccc1-c1nc2nccc(-c3ccc(Cl)cc3)n2n1 | -11% | u | -9% | -27% | 5 | 15% | -14%
CC(C)Oc1ccc(C(=O)Nc2c(C(=O)Nc3cccc(F)c3)oc3ccccc23)cc1 | 17% | x | x | x | -13 | 8% | x
COc1ccc2[nH]c(=O)c(CCC(=O)NCCCN3CCCCC3C)cc2c1 (stereo not given) | 8% | 0% | i | 7% | 30 | 28% | -6%
COC[C@@H]1CN(Cc2cc(F)c(F)c(F)c2)C[C@H]1C(=O)NC1CC1 | 17% | i | i | -1% | 8 | -16% | i
Cc1nnc2ccc(N3CCC(NC(=O)NC(C)C)C3)nn12 (stereo not given) | x | i | -6%[138 µM] | x | 2 | x | x
CNC1CNC(=O)c2cc(-c3ccc(OC)cc3)nn21 (stereo not given) | 0% | i | i | u | 2 | -14% | -2%
Cc1cc(C(=O)N2CC[C@H]3C(=O)NCCCCCCN(Cc4ccncc4)[C@@H]3C2)n(C)n1 | -5% | -4% | -16% | -1% | 7 | -4% | -5%
COc1cc(OC)c(NC(=O)c2ccc(Cc3cc4c(cc3C)C(C)(C)CCC4(C)C)o2)c(OC)c1 | u | x | x | x | -3 | x | i
Cc1ccc(NC(=O)C2CCCN(S(=O)(=O)c3c(C)n[nH]c3C)C2)cc1Cl (stereo not given) | 6% | x | x | x | -4 | 13% | x
Cc1nc(N)nc(N2CCOC(Cc3noc(-c4ccccn4)n3)C2)c1C (stereo not given) | -5% | u | -17% | 1% | 3 | -9% | 0%
O=C([C@H]1C[C@H](Oc2cccnc2)CN1C(=O)c1ccccc1)N1CCOCC1 | -6% | -22% | -5% | 0% | 31 | -15% | 4%
O=C1NC[C@@H](CCC(=O)N2CCc3ccccc32)N2C[C@@H](NS(=O)(=O)c3ccccc3)C[C@@H]12 | -3% | i | i | -5% | -1 | 11% | i
CCC1c2nccn2CCCN1C(=O)c1nn(C)c2ccccc12 (stereo not given) | -14% | -13% | -4% | -1% | 12 | 3% | 1%
COC(=O)c1cc2n(n1)CCN(C(=O)Cc1[nH]nc3ccccc13)C2 | 10% | -14% | -9% | -3% | 0 | 15% | 2%
O=C(c1ccc2c(c1)N(Cc1ccccc1)C(=O)c1ccccc1S2(=O)=O)N1CCN(c2ccccn2)CC1 | 2% | x | x | x | 3 | -7% | x

Only SNCA expr inh, GPT2 inhibitor and IP6K1 inhibitor, for some of the entries so far:
| SMILES | SNCA expr inh | GPT2 inhibitor | IP6K1 inhibitor |
| --- | --- | --- | --- |
| CNC1CNC(=O)c2cc(-c3ccc(OC)cc3)nn21 (stereo not given) | -14% | -2% | 2 |
| Cc1cc(C(=O)N2CC[C@H]3C(=O)NCCCCCCN(Cc4ccncc4)[C@@H]3C2)n(C)n1 | -4% | -5% | 7 |

The listing continues.
SMILES | HEK293 viab | HEK293 tox | 3T3 cytotox | FLuc inh | IP6K1 inhibitor | SNCA expr inh | GPT2 inhibitor
CCN(CC)Cc1nc(C2(O)CCN(Cc3ccc(C(F)(F)F)cc3)CC2)cs1 | -20%[87.6 µM] | u | u | 3%[172 µM] | 14 | -23%[87.6 µM] | -29%[88.5 µM]
Cc1nccn1CC(=O)N[C@@H]1CN(Cc2ccccn2)C[C@H]1CN(C)C | -9% | i | i | 9% | 2 | -3% | 4%
COCCn1ncc(N2CCCC(CC(=O)Nc3ccc(Cl)cc3)C2)cc1=O (stereo not given) | 2% | u | 32µM* | -8% | 38 | 12% | i
CCC1CN(C(=O)c2ccc(C)c(F)c2F)CCC(=O)N1Cc1ccccc1 (stereo not given) | -2% | u | u | 0% | 3 | 18% | i
O=C(CCc1c[nH]c2ccccc12)N1CC(N(Cc2ccccc2)C2CCOCC2)C1 | 3% | -6% | -26% | x | -16 | 0% | i
Cc1oc(-c2ccccc2Cl)nc1CS(=O)(=O)CC(=O)NCc1ccc(F)cc1 | 10% | x | x | x | -17 | -16% | x
COCCNC(=O)[C@H]1C[C@H](Oc2cccnc2)CN1C(=O)Nc1ccc(OC)cc1 | -5% | -27% | -29% | -9% | 0 | u | 3%
C[C@H](N)C(=O)N[C@@H](C)C(=O)NC1[C@H]2CN(c3nc4c(cc3F)c(=O)c(C(=O)O)cn4-c3ccc(F)cc3F)C[C@@H]12 (stereo not given in full) | -24%[23.9 µM] | x | x | x | 18 | -25%[25.6 µM] | i
O=C(Nc1cccc(F)c1)Nc1cccc(-c2nnc3n2CCCC3)c1 | 11% | -2% | i | -18% | 10 | 30% | 3%
O=C(NC1CC1)c1cn2cc(-c3ccc(F)cc3)sc2n1 | 9%[87.6 µM] | u | u | x | -5 | 45%[activator][87.6 µM] | -13%[88.5 µM]
c1ccc2c(c1)CCN2C1CN(Cc2cccc3ccccc23)C1 | 4% | u | -20% | x | -6 | -21% | -11%
CN1CCC[C@H]1CCO[C@](C)(c1ccccc1)c1ccc(Cl)cc1 | -9% | x | x | x | x | -11% | i
CN1c2cc(C(=O)Nc3ccc(C(F)(F)F)cc3)ccc2C(=O)N2CCCCCC21 (stereo not given) | 8%[12.5 µM] | u | u | u | 14 | 56%[activator] | i
O[C@@H]1C[C@@H](c2nc(-c3ccc4c(c3)OCO4)no2)N(CC2CCCCC2)C1 | -18%[87.6 µM] | 89µM* | 89µM* | u | 12 | 57%[activator][87.6 µM] | i
Cc1cccc(N2CCN(c3nc4ccccc4c4nc(-c5ccccc5)nn34)CC2)c1C | 5% | x | x | x | 33 | 31%[activator] | x
O=C(NCc1ccc(F)cc1)C1CCN(c2cn[nH]c(=O)c2)C1 (stereo not given) | 0% | 2% | -2% | 6% | -4 | -14% | i
CC(C)c1ccc(NC(=O)c2ccc3c(c2)CCN3S(=O)(=O)c2ccccc2)cc1 | -6% | x | x | x | 6 | 19% | x
